12-LOX inh – inhibitors of human 12S-lipoxygenase ALOX12; purified 12hLO, xylenol orange hydroperoxide absorbance; P18054; 580,000 compounds, 1.1% hits; Potency, µM (series often up to 108 µM), without a hit: top-dose activity change, negative = inhibition, usual class: inhibitors; AID 1671190; further: potency means the concentration at half of the fitted maximal effect; on the % scale 0 is the no-effect control and ±100 the full control effect
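Purified human 12hLO (150 nM final) in 25 mM Hepes, 0.01% Triton X-100, pH 7.0 was preincubated 15 min at room temperature with compound. Then 40 uM arachidonic acid was added, 30 min. Hydroperoxide was read by Fe-XO absorbance ratio 573/405 nm.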
D2 ag – agonists of human D2 dopamine receptor; P14416; HEK293 T-REx D2 cells, calcium flux agonist mode; activation, % at 2 µM; 340,000 compounds, 0.53% hits;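 active means activation over 3 SD above normal in the single-dose calcium agonist read, cut at about 30% in these data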; further: 0% is about no effect
Target sequence (P14416 whole entry, looked up): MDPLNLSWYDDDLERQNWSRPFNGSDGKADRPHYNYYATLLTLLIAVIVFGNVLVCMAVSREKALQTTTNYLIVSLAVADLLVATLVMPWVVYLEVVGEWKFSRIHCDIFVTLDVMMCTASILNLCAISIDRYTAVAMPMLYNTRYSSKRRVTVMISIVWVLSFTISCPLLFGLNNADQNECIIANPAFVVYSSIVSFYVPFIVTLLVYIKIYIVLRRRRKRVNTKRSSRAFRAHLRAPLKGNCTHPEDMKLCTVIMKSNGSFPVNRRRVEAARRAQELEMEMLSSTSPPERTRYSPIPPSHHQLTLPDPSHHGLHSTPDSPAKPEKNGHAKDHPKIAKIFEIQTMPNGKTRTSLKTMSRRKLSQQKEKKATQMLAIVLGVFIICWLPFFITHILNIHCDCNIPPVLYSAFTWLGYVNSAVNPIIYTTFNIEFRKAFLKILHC
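Agonism scored from kinetic calcium signal (1 read/sec, 180 s) following compound pin transfer, after a 10 s baseline. Cells: HEK293 Trex line expressing inducible D2 receptor coupled to calcium, dye-loaded after overnight culture at 30 C.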
LDHA inh – blocks human lactate dehydrogenase A; P00338; purified LDHA, NADH/diaphorase-resazurin fluorescence; hits give low values; activity change, % (values are at about 110 or 230 µM); 480,000 compounds, 0.15% hits; in the data active means activity change below about -30%; inconclusive means mostly about -25% to -30%;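 further: plate controls were DMSO wells for no effect and wells without enzyme for full effect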
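LDH5 2 nM; NADH 0.06 mM, pyruvate 0.2 mM; 200 mM Tris pH 7.4, EDTA, Tween-20; 5 min RT. Detection: diaphorase 0.133 mg/mL + resazurin 37 µM, fluorescence ex540/em590 at 0 and 20 min; normalized to enzyme-free and DMSO wells.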
Vif-A3F inh – blocks the Vif interaction with APOBEC3F. HeLa A3F-eYFP + Vif (tagged APOBEC3F with the HIV-1 protein that degrades it), YFP fluorescence increase. Potency, µM (doses to about 46.1 µM), inactives show at the top dose activity, negative = active. 390,000 compounds, 0.2% hits. AID 602313; further: potency means the concentration at half of the fitted maximal effect; % of control where 0% means no effect; nearly all actives have a fitted effect of over 65% in size
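Fluorescence increase (Ex 488/Em 500-530) after overnight compound treatment at 37 deg C flags inhibition of Vif-driven A3F-eYFP loss in stable HeLa A3F-eYFP/Vif cells seeded overnight beforehand.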
GRP78 ERSR act – ER stress response induction in glioma; U87-MG GRP78 promoter luciferase reporter, 16 h; Potency, µM, without a hit: at the top dose activation, actives largely listed as activators; 420,000 compounds, 0.02% hits; further: potency means the concentration at half of the fitted maximal effect; series mostly up to about 76 µM; % of control where 0% means no effect; nearly all actives have a fitted effect of over 35% in size
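ERSR induction read as luciferase luminescence (Bright-Glo, 10 min at room temperature) in stably transfected human U87-MG glioma cells exposed to compounds for 16 h, using GRP78 as sensor.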
Vif-APOBEC3G blk – Vif-A3G binding inhibition | HeLa A3G-eYFP + Vif (tagged APOBEC3G with the HIV-1 protein that degrades it), YFP fluorescence, overnight | 410,000 compounds, 0.076% hits | Potency, µM (doses to about 46.1 µM), inactives show top-dose activity, negative = active, usual class: inhibitors | AID 602310;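 further: potency means the concentration at half of the fitted maximal effect; on the % scale 0 is the no-effect control and ±100 the full control effect; nearly all actives have a fitted effect of over 60% in size; hits raise eYFP signal because A3G escapes Vif-driven loss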
Target sequence (Q9HC16 whole entry, looked up): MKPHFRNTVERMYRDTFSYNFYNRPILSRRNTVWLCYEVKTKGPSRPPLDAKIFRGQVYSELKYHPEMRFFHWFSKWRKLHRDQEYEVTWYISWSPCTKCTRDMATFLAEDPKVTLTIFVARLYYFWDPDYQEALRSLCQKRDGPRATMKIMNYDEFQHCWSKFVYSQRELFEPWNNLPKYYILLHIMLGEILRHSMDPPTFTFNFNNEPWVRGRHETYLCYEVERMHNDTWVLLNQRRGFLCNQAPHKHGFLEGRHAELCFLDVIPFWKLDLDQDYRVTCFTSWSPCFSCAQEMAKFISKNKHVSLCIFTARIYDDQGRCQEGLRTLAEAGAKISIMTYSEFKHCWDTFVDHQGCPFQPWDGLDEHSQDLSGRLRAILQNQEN
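HeLa cells stably expressing Vif and C-terminally eYFP-tagged A3G, seeded overnight at 37 deg C, then exposed to compound by pintool overnight at 37 deg C. Rise in yellow fluorescence (Ex 488/Em 500-530, Acumen) marks blocked Vif-driven A3G degradation.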
ERG-DNA inh – ERG Ets/DNA interaction inhibition; P11308; fluorescence polarization, His-ERG Ets domain / labelled DNA; Potency, µM (series often up to 76.9 µM), without a hit: at the top dose FP activity, negative = inhibition, hits mostly inhibitors; 370,000 compounds, 0.028% hits; AID 624246; active means well fitted inhibition curve with a large enough effect in the polarisation, with a control signal flat; inconclusive means small, poorly fitted or top-dose-only effect, or effect the other way, or a change in a side signal; inactive means no such curve, though single readings can be large or run the other way; the % refers to the polarisation;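 further: polarization taken with two DNA probes labelled with fluorescein and Texas red; potency means the concentration at half of the fitted maximal effect; % of control where 0% means no effect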
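His-tagged ERG Ets domain (1 uM in the protein solution; 300mM KCl, 50mM Tris-HCl, 1mM EDTA, 1mM DTT, pH 7.5) received compound, then a probe mix of 5 nM fluorescein-DNA and 100nM Texas-615-DNA. Fluorescence polarization was read for both dyes.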
D2 antagonist – antagonizes the human D2 dopamine receptor; P14416; HEK293 TREx D2 cells, calcium flux, dopamine EC80; inhibition, % at 10 µM; 340,000 compounds, 2% hits; in the data active means inhibition above about 30%; further: 0% is about no effect
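Dopamine at EC80 is the agonist stimulus; test compounds precede it by 180 s. Calcium flux read kinetically in a force-coupled, inducible HEK293 T-REx D2 cell line.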
RGS4 inhibitor – inhibitors of human regulator of G protein signaling 4; 390,000 compounds, 0.039% hits; P49798; Transcreener GDP fluorescence polarization, RGS4-accelerated GTP hydrolysis; Potency, µM (titrated, usually from 114 µM), inactives show at the highest dose activity change, negative = inhibition, hits mostly inhibitors; AID 504845; further: potency means the concentration at half of the fitted maximal effect; on the % scale 0 is the no-effect control and ±100 the full control effect; nearly all actives have a fitted effect of over 75% in size; some results filed as inactive show a strong effect at the top dose
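MLSMR compounds (23 nl, pin-transferred) preincubated 10 min at room temperature with a 500nM (2x) first reagent, then RGS4 at 900nM (2x) plus Transcreener GDP mix added; fluorescence polarization (620/688 nm) read before and after 90 min at 30 °C.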
Active calls of the source: *; u = inconclusive; x = not tested or not shown; & = joins results of further samples; [ ] = another dose, or the depositor's remark. Unless noted, the call rests on the fitted dose curve; in most records, active means well fitted curve in the direction sought with a large enough effect; inconclusive means small, poorly fitted or top-dose-only effect, or another doubt; inactive means no such curve, though single readings can be large; an effect the other way counts as inactive or inconclusive. Some of the compounds tested (hit frequency here may not be typical).

The line under a structure holds: 12-LOX inh	D2 ag	LDHA inh	Vif-A3F inh	GRP78 ERSR act	Vif-APOBEC3G blk	ERG-DNA inh	D2 antagonist	RGS4 inhibitor
> CSCC[C@H](NC(=O)OC(C)(C)C)C(=O)N1CCC(C(=O)N[C@@H](C)C(=O)O)CC1
    0%	0.8	2	-9%	-1%	1%	5%	-13	-2%
> CCN(CC)c1ccc(CN(C(=O)Cc2coc3ccc(C)cc23)C2CCS(=O)(=O)C2)cc1 (configuration not stated)
    -19%	-0.7	15	1%	-3%	0%	-3%	x	-10%
> Cc1cc(C(=O)NN=C2CC(=O)CC(C)(C)C2)c(C)o1
    5%	x	-1	11%	-2%	1%	1%	x	-28%
> CCOC(=O)C1C(=O)CC(C)(O)C(C(=O)OCC)C1c1cccs1 (configuration not stated)
    2%	0.9	0	1%	-10%	1%	6%	1	11%
> CCCCCCNC(=O)CCNS(=O)(=O)c1ccc(C)cc1
    -2%	-1.8	-17	-19%	-2%	-1%	-3%	4	19%
> COc1ccc(C(=O)Nc2cccc(C(=O)NCc3ccco3)c2)cc1
    0%	-0.5	-4	8%	0%	-4%	5%	-14	-14%
> Cc1ccc(-c2n[nH]c(S(C)(=O)=O)c2C#N)cc1
    0%	0.6	-13	9%	-4%	-4%	-1%	-7	42%
> NC(=O)Cn1c(=O)n(CCCCCC(=O)NCc2ccccc2)c(=O)c2sccc21
    -33%	-0.7	-2	x	x	x	-1%	x	-14%
> O=S(=O)(c1ccc2ccccc2c1)N1CCCCCC1
    5%	-0.4	8	-4%	-3%	-2%	1%	1	2%
> CCCC(=O)Nc1cc2c(cc1C(C)=O)OCCO2
    48%[activator]	0.1	-2	0%	-6%	-4%	2%	14	2%
> COc1ccc(-c2cnnc(N/N=C/c3ccc(-c4ccc([N+](=O)[O-])cc4)o3)n2)cc1
    -16%	0.3	-5	-29%	4%	u	10%	-11	-44%
> COc1ccc2[nH]c(=O)c(CN(C(=O)c3cccc(Cl)c3)c3ccccc3C)cc2c1
    -26%	-1.0	-4	-2%	-1%	-1%	0%	x	12%
> O=C1CCC(C(=O)NC2(C(=O)NC3CCCCC3)CCCCC2)N1 (configuration not stated)
    0%	-0.4	-8	-5%	-6%	-1%	-15%	9	31%
> O=C(C1CCCN(S(=O)(=O)c2cccnc2)C1)N1CCN(c2ccccn2)CC1 (configuration not stated)
    -6%	3.5	-1	2%	-5%	0%	4%	-6	7%
> COc1ccc(-c2n[nH]c(C)c2-c2ccc(Cl)cc2)c(O)c1
    u	0.0	-4	-6%	-6%	-10%	-2%	-21	13%
> NC(=O)c1nnn(-c2ccc([N+](=O)[O-])cc2)c1-c1ccccc1
    4%	-2.3	-1	7%	0%	-1%	-1%	-11	6%
> CCCOc1c(Cl)cc(/C=N/O)cc1OCC
    9%	0.5	2	-8%	-1%	u	0%	2	-7%
> CCOc1ccc(C(=O)NCC(=O)NCC(c2ccc(OC)cc2)N2CCOCC2)cc1OCC (configuration not stated)
    7%	-0.7	-6	-11%	-5%	0%	-2%	20	-3%
> CCC(CO)Nc1ncnc2c1cnn2-c1ccc(C)cc1 (configuration not stated)
    4%	-0.3	-8	3%	-10%	-2%	3%	x	2%
> CCCn1c(=O)c(C(=O)Nc2ccccc2)c(O)c2ccccc21
    -1%	0.2	-5	1%	2%	1%	-1%	1	-6%
> Cc1ccc(-n2nc3c(c2NC(=O)c2ccc4c(c2)OCO4)CS(=O)(=O)C3)cc1
    8%	-0.1	-3	8%	12%	-6%	7%	-8	5%
> Cc1cccc(C)c1Nc1c(-c2ccc(N3CCOCC3)cc2)nc2ncccn12
    u	3.0	2&1	-1%&1%	-1%&-5%	-5%&-6%	-1%&8%	x	-9%&-32%
> O=C(CN1CCN(c2ccccc2O)CC1)Nc1ccccc1C(=O)NCCc1ccccc1
    u	0.0	2	1%	-5%	0%	1%	-34	-5%
> COc1cc2c3c(c1)c(C1=NC(=S)NC1=O)c(O)n3C(C)(C)C=C2C
    0%	0.6	-10	-4%	-1%	-1%	-7%	-9	-10%
> CC(C)(C)C1(O)CC(C(F)(F)F)=NN1C(=O)CCCc1ccccc1 (configuration not stated)
    -3%	2.2	8	-21%	0%	-1%	11%	-3	2%
> CCOC(=O)c1ccc(NC(=O)c2cnn3c(=O)c4c(n(CC)c23)CCN(Cc2ccc(OC)cc2)C4)cc1
    -16%	x	4	4%	-2%	-1%	-4%	x	-12%
> COc1ccc(OC)c(NC(=O)CSc2nc3ccccc3c(=O)n2CCNC(C)=O)c1
    0%	0.2	0	0%	-5%	-3%	-1%	8	-17%
> COC(=O)c1ccccc1NC1=C/C(=N\S(=O)(=O)c2ccc(C(=O)O)cc2)c2ccccc2C1=O
    x	-0.5	56	18%	-11%	-1%	30%[activator]	-21	u
> N#Cc1cccc(NC(=O)CN2C(=O)NC3(CCCCCC3)C2=O)c1
    14%	-1.0	-5	u	0%	-5%	-2%	4	6%
> COc1ccc(C)cc1NC(=O)C1CCN(S(=O)(=O)c2c(C)noc2/C=C/c2ccco2)CC1
    -22%	0.4	-4	6%	-3%	5%	0%	x	39%
> COc1ccc(-c2noc(CCC(=O)N3CCN(c4ccc(Br)cc4)CC3)n2)cc1
    3%	x	-10	-3%	-3%	3%	-4%	x	1%
> O=C(O)c1ccc(S(=O)(=O)c2ccccc2)s1
    -6%	x	-9	1%	-2%	0%	2%	x	-4%
> COc1cccc(-c2nc(CS(=O)(=O)CC(=O)Nc3ccccc3Br)c(C)o2)c1
    -3%	0.1	-3	-1%	-1%	2%	0%	-6	-7%
> CC(=O)NCCn1c(SCC(=O)Nc2ccc(C)cc2)nc2ccccc2c1=O
    -2%&-30%	0.0&0.1	-8&1	9%&0%	1%&-3%	2%&0%	-3%&2%	9	10%&-13%
> COc1ccc(Oc2ccc(N/C=C3/CCCC3=O)cc2)cc1
    -15%	-1.5	3	9%	0%	0%	-2%	1	3%
> O=C(Nc1cc(S(=O)(=O)N2CCOCC2)ccc1Cl)c1ccc(=O)[nH]c1
    -18%	-0.5	-5	9%	-5%	-1%	1%	-16	-1%
> O=C(CSc1nnc2ccc3ccccc3n12)Nc1ccccc1Cl
    -6%	-1.3	-3	-2%	1%	-1%	3%	x	-21%
> CC(C)(C)NC(=O)CSc1nc(O)cc(=O)n1-c1ccccc1
    -6%[57.4 µM]	0.1	-11	-8%	-1%	0%	x	-2	7%
> N#CC(=C1C=CC(=NO)C(Cl)=C1)c1ccccc1
    u	x	-6	x	-3%	-16%	x	x	x
> Cc1ccc(OCCOC(=O)C2CCN(S(=O)(=O)c3ccc(C)c(C)c3)CC2)cc1
    u	3.2	0	-24%	-4%	-1%	4%	2	-31%

In the list so far, 9 contain a halogen:
The line under a structure holds: 12-LOX inh	D2 ag	LDHA inh	Vif-A3F inh	GRP78 ERSR act	Vif-APOBEC3G blk	ERG-DNA inh	D2 antagonist	RGS4 inhibitor
> COc1ccc2[nH]c(=O)c(CN(C(=O)c3cccc(Cl)c3)c3ccccc3C)cc2c1
    -26%	-1.0	-4	-2%	-1%	-1%	0%	x	12%
> COc1ccc(-c2n[nH]c(C)c2-c2ccc(Cl)cc2)c(O)c1
    u	0.0	-4	-6%	-6%	-10%	-2%	-21	13%
> CCCOc1c(Cl)cc(/C=N/O)cc1OCC
    9%	0.5	2	-8%	-1%	u	0%	2	-7%
> CC(C)(C)C1(O)CC(C(F)(F)F)=NN1C(=O)CCCc1ccccc1 (configuration not stated)
    -3%	2.2	8	-21%	0%	-1%	11%	-3	2%
> COc1ccc(-c2noc(CCC(=O)N3CCN(c4ccc(Br)cc4)CC3)n2)cc1
    3%	x	-10	-3%	-3%	3%	-4%	x	1%
> COc1cccc(-c2nc(CS(=O)(=O)CC(=O)Nc3ccccc3Br)c(C)o2)c1
    -3%	0.1	-3	-1%	-1%	2%	0%	-6	-7%
> O=C(Nc1cc(S(=O)(=O)N2CCOCC2)ccc1Cl)c1ccc(=O)[nH]c1
    -18%	-0.5	-5	9%	-5%	-1%	1%	-16	-1%
> O=C(CSc1nnc2ccc3ccccc3n12)Nc1ccccc1Cl
    -6%	-1.3	-3	-2%	1%	-1%	3%	x	-21%
> N#CC(=C1C=CC(=NO)C(Cl)=C1)c1ccccc1
    u	x	-6	x	-3%	-16%	x	x	x
